Screening data deposited in PubChem BioAssay by The Scripps Research Institute Molecular Screening Center.
SRC3 TRFRET art – counter-screen for PPARgamma SRC-3 recruitment agonists: TR-FRET artefact; PPARgamma/SRC-3 format; stronger effect = higher value; TR-FRET ratio at 8 µM; 0.39% of 99,000 active; in the data active = TR-FRET ratio above about 2000; also: inactives centre near 1600; reference of the scale not given here
SRC1 TRFRET art – counter-screen for PPARgamma SRC-1 recruitment agonists: TR-FRET artefact; TR-FRET detection artefact counter-screen, emission ratio; stronger effect = higher value; 0.34% of 99,000 active; TR-FRET ratio at 8 µM; in the data active = TR-FRET ratio above about 2300; also: inactives centre near 1800; reference of the scale not given here
* hit, by the source's call. This is a subset (hit frequency here may not be typical).

SMILES	SRC3 TRFRET art	SRC1 TRFRET art
Fc1ccc2nc(C3CCCCN3Cc3nc(CC4CC4)no3)[nH]c2c1 (stereo not drawn)	1841	1953
COc1ccc(CCNC(=O)CSc2nnc3ccc(-c4cccnc4)nn23)cc1OC	1578	1852
O=C(CN1CCCCC1)N/N=C/c1cc2ccccc2nc1Cl	1601	1637
Cc1cccc(/C=N/NC(=O)c2cc(-c3cccnc3)nc3ccccc23)c1	1397	1687
O=C(N1CCCCC1)C12CC3CC(C1)CC(C(=O)N1CCCCC1)(C3)C2	1650	1952
C/C(=N\NC(=O)C(N)=O)c1cccc(C(F)(F)F)c1	1514	1723
COc1ccccc1N1CCN(C(c2cccs2)C(C)NC(=O)c2cccnc2)CC1 (stereo not drawn)	1535	1586
CC(C)(C)N1CC(C(=O)O)CC1=O (stereo not drawn)	1663	2075
Cc1cc(N/N=C/c2cccc(Br)c2)nc2ccccc12	1633	1869
COc1ccc(CC2(CO)CCN(Cc3ccc(NC(C)=O)cc3)CC2)cc1	1608	1934
CCCC(C)NC(=O)COc1ccc(S(=O)(=O)c2ccc(OCC(=O)NC(C)CCC)cc2)cc1 (stereo not drawn)	1667	1646
O=C(c1ccc2c(c1)C(=O)N(CCCO)C2=O)c1ccc2c(c1)C(=O)N(CCCO)C2=O	1798	1836
Cc1ccc(S(=O)(=O)N2CCOCC2)cc1C(=O)NCc1cccs1	1385	1743
O=C(CNC(=O)c1ccccc1F)OCC(=O)N1CCCCC1	1574	1907
Cc1cc(/C=N/NC(=O)c2ccccc2F)c(C)n1-c1ccccc1	1609	1806
CCOC(=O)C1=C(C)OC(N)=C(C#N)C1C1CCCCC1 (stereo not drawn)	1789	1695
CC(=O)Nc1cc(Cl)c(N=Cc2ccc(O)cc2O)cc1Cl	1653	2085
COc1ccc(C(=O)COC(=O)CNS(=O)(=O)c2ccc(C)cc2)cc1	1815	1608
CN(C)c1nc(NCc2ccccc2)nc(SCC(=O)Nc2ccccc2Cl)n1	1409	1533
Cn1c(=N)n(CC(O)c2cccs2)c2ccccc21 (stereo not drawn)	1724	1850
O=C1NC(NS(=O)(=O)c2ccc(Cl)cc2)(C(F)(F)F)C(=O)N1c1ccccc1 (stereo not drawn)	1584	1551
COc1ccc(CCNc2oc(-c3ccc(C)cc3)nc2C#N)cc1OC	1704	1795
COc1cccc(C(c2sc3nc(C)nn3c2O)N2CCc3ccccc3C2)c1 (stereo not drawn)	1249	1762
c1ccc2c(CSc3ncnc4nc[nH]c34)cccc2c1	1740	1591
Cc1ccc(NC(=O)C(=O)NN=C2CCCC2)cc1C	1509	1785
Cc1ccc(NC(=O)CSc2ncnc3ccccc23)cc1S(=O)(=O)N1CCCCC1	2119*	1842
N#CCC(=O)N1CCN(C=O)CC1	1846	1932
O=C(N=C1N=C2C=CC=CN2Cc2ccccc21)c1ccc(S(=O)(=O)N2CCOCC2)cc1	1673	1983
Cc1cc(C)c2nc(NNC(=O)c3ccc(S(=O)(=O)N4CCCC(C)C4)cc3)sc2c1 (stereo not drawn)	1521	1623
CCOc1ccccc1NC(=O)CN(C)S(=O)(=O)c1cnc[nH]1	1381	1886
COC(=O)CCC(=O)Oc1ccc(OC(=O)CCC(=O)OC)cc1	1664	2181
CCOc1cc(/C=C/C(=O)Nc2ccc(C(=O)NCCN(CC)CC)cc2)ccc1OCC(C)C	1745	2107
Cc1nc2sc(C(=O)c3ccccc3)c(N)c2c(C)c1C	1484	1974
CCOC(=O)CON1C(=O)C(=O)N(OCC(=O)OCC)C2CCCCC21 (stereo not drawn)	1478	1761
COc1ccccc1OCCC(=O)OCC(=O)c1[nH]c(C)c(C(C)=O)c1C	1678	1895
CCN(Cc1ccncc1)C(=S)Nc1ccccc1	1545	1907
CCCCSCc1cc(C(=O)O)oc1C(C)(C)C	1702	1928
Cc1ccc2cccc(OC(=O)/C=C\c3ccccc3)c2n1	1583	2141
CCc1cccc(CC)c1NC(=O)c1cc(CN2C(=O)c3ccccc3C2=O)ccc1OC	1674	1860
O=C(NCCSCc1ccccc1)c1ccccc1	1712	1445

14 compounds out of the list, arranged by count of non-hydrogen atoms, smallest number first.
SMILES	SRC3 TRFRET art	SRC1 TRFRET art
N#CCC(=O)N1CCN(C=O)CC1	1846	1932
CCCCSCc1cc(C(=O)O)oc1C(C)(C)C	1702	1928
O=C(NCCSCc1ccccc1)c1ccccc1	1712	1445
Cc1ccc(NC(=O)C(=O)NN=C2CCCC2)cc1C	1509	1785
c1ccc2c(CSc3ncnc4nc[nH]c34)cccc2c1	1740	1591
Cc1ccc2cccc(OC(=O)/C=C\c3ccccc3)c2n1	1583	2141
CCOc1ccccc1NC(=O)CN(C)S(=O)(=O)c1cnc[nH]1	1381	1886
COC(=O)CCC(=O)Oc1ccc(OC(=O)CCC(=O)OC)cc1	1664	2181
CCOC(=O)CON1C(=O)C(=O)N(OCC(=O)OCC)C2CCCCC21 (stereo not drawn)	1478	1761
COc1ccccc1OCCC(=O)OCC(=O)c1[nH]c(C)c(C(C)=O)c1C	1678	1895
O=C1NC(NS(=O)(=O)c2ccc(Cl)cc2)(C(F)(F)F)C(=O)N1c1ccccc1 (stereo not drawn)	1584	1551
Cc1cc(C)c2nc(NNC(=O)c3ccc(S(=O)(=O)N4CCCC(C)C4)cc3)sc2c1 (stereo not drawn)	1521	1623
O=C(N=C1N=C2C=CC=CN2Cc2ccccc21)c1ccc(S(=O)(=O)N2CCOCC2)cc1	1673	1983
CCOc1cc(/C=C/C(=O)Nc2ccc(C(=O)NCCN(CC)CC)cc2)ccc1OCC(C)C	1745	2107

(list continues)
SMILES	SRC3 TRFRET art	SRC1 TRFRET art
Cc1ccc2cccc(OCc3nnc(SCC(=O)O)n3C)c2n1	1545	1638
NNC(=O)/C(=C\c1ccc(Br)cc1)NC(=O)c1cccs1	1635	1822
Cc1ccc(C(=O)NCC(=O)NCC(=O)OCC(=O)c2cccs2)cc1	1473	1848
Cc1ccc(S(=O)(=O)N2CCOCC2)cc1NC(=O)CN1CCC(Cc2ccccc2)CC1	1242	1819
CCCN(CCC)C1CC(=O)N(Cc2ccccc2)C1=O (stereo not drawn)	1486	1809
O=C(COc1ccccc1)N1CCN(C(=O)c2cccc(F)c2)CC1	1531	1914
Cc1ccc(-c2cc(C(=O)N3CCc4ccccc4C3)no2)cc1	1714	1509
CCC(=O)N1CCN(c2cc(NCC3CCCO3)c(F)cc2[N+](=O)[O-])CC1 (stereo not drawn)	1619	1615
O=C(CSc1nc2ccccc2c(=O)[nH]1)Nc1ccccc1N1CCOCC1	1554	1852
CC(C)C(OC(=O)c1ccco1)C(=O)NCc1ccco1 (stereo not drawn)	1782	1681
CCOC(=O)C1=C(C)N(c2ccc(Cl)cc2)C(=O)NC1c1cccc([N+](=O)[O-])c1 (stereo not drawn)	1469	1688
O=C(/C=C/c1ccco1)Nc1ccc(N2CCCC2)cc1	1685	1948
O=[N+]([O-])c1cccc(S(=O)(=O)NCC2CCCO2)c1 (stereo not drawn)	1498	1537
COC(=O)c1cc2sccc2n1CC(=O)N(C)c1ccccc1	1513	1681
O=C(Cc1c(F)cccc1Cl)Nc1ccc(-n2cnnn2)cc1	1505	1697
C=CCN(CC=C)C(=O)CCc1nnc(CCc2c[nH]c3ccccc23)o1	1305	1510
O=C(NC1CCN(Cc2ccccc2)CC1)C1CCN(c2nnc(-n3cccc3)s2)CC1	1485	1533
O=C(Nc1cccc(C(F)(F)F)c1)C(Sc1cccc[n+]1[O-])c1ccccc1 (stereo not drawn)	1555	1764
CC/C(C)=N/Nc1cccc([N+](=O)[O-])c1	1498	1716
O=C(COC(=O)Cc1ccc(Cl)cc1Cl)NCCC1=CCCCC1	1341	1720
COc1cccc(C(=O)NCCCN2CCN(CCCNC(=O)c3cccc(OC)c3)CC2)c1	1551	2009
Nc1nnc(SCC(=O)Nc2sc3c(c2C(=O)c2ccccc2)CCCC3)s1	1838	1854
Cc1ccccc1Cn1c(=O)n(CC2CCC(C(=O)NCCc3ccccc3)CC2)c(=O)c2ccccc21 (stereo not drawn)	1452	1634
CCCNC(=O)c1cc(-c2ccc(OC)cc2)n(CCCOC)c1C	1566	1517
O=C(c1ccc(S(=O)(=O)Cc2cc(F)ccc2F)c([N+](=O)[O-])c1)N1CCCC1	1471	1505
CC1CN(C(=O)c2ccc(COc3ccc4ccccc4c3)o2)CC(C)O1 (stereo not drawn)	1654	1938
COc1ccc(NS(=O)(=O)c2cc(NC(=O)c3cnccn3)ccc2OC)cc1Br	1623	1869
Cc1ccc(O)c(C(=O)c2cnc3onc(-c4ccc(F)cc4)c3c2)c1	1784	1943
Cc1ccc2nc(-c3ccccc3O)c(Nc3ccc4c(c3)OCCO4)n2c1	1664	2064
O=C(Nc1nc(-c2ccc(F)cc2)cs1)c1cnccn1	1585	1842
CCOC(=O)C1(CC2CCCCO2)CCN(S(=O)(=O)c2cccc(F)c2)CC1 (stereo not drawn)	1705	1846
COCCn1cc(C(=O)c2cc(Br)ccc2O)cc(C#N)c1=O	1641	1708
COc1ccc(CC(=O)NNC(=O)CSc2nc(C)c(C)c(=O)[nH]2)cc1	1776	1587
COc1ccc(-n2c(SCC(N)=O)nc3sc4c(c3c2=O)CCC4)cc1	1525	1924
NS(=O)(=O)c1cccc(NC(=O)COC(=O)CN2C(=O)C3CC=CCC3C2=O)c1 (stereo not drawn)	1546	1661
Nc1nc(-c2ccccn2)nc(N)c1Cc1ccccc1F	1681	1876
N/C(=N\OC(=O)c1ccc(Br)o1)c1cccnc1	1469	1958
Cc1ccn2cc(-c3cccc(NS(C)(=O)=O)c3)nc2c1	1484	1674
O=C(CNC(=O)C1CCCCC1)Nc1ccccc1Cl	1435	1851
CCCCN(C)C(=O)CCC(=O)NNc1nc2ccccc2c2nc(C)nn12	1591	1755
CSc1nc2ccc(NC(=O)c3nn(C(C)C)c(=O)c4ccccc34)cc2s1	1735	1783
C/C(=N/NC(=O)c1ccco1)c1cccnc1	1708	1925
CCCCc1ccc(NC(=S)N2CCCC(C)C2)cc1 (stereo not drawn)	1674	1757
O=S(=O)(c1ccc(Cl)cc1)N1CCN(c2ccc(N3CCOCC3)nn2)CC1	1523	1962
CC(C)(C)OC(=O)N/N=C/c1cn(-c2ccccc2)nc1-c1cccnc1	1688	1644
CCOC(=O)N1CCN(C(=O)/C=C/c2ccc3c(c2)OCO3)CC1	1723	1825
CCCCNC(=O)c1ccccc1NC(=O)c1ccc2c(c1)OCO2	1532	1793
COc1ccc(CN2CCC(N3CCC(C(=O)N4CCOCC4)CC3)CC2)c(F)c1	1410	1615
Cc1ncoc1C(=O)N1CCCC(CCC(=O)NCc2ccc(F)c(F)c2)C1 (stereo not drawn)	1718	1606
Cc1cc(C)nc(N(C#N)C(C)C(=O)N(C)C)n1 (stereo not drawn)	1452	1598
COc1ccc(NC(=O)CC2C(=O)N(C)C(=S)N2Cc2cccs2)cc1 (stereo not drawn)	1856	1633
Cc1nn(C)c(Cl)c1CN1CCN(C2CCCC2)C(CCO)C1 (stereo not drawn)	1517	1493
CCNc1ccc(C(=O)N/N=C/c2c(C)nn(-c3ccccc3)c2N2CCCC2)cc1[N+](=O)[O-]	1778	1883
CCOc1ccc(-n2c(C)cc(/C=N/NC(=O)C(N)=O)c2C)cc1	1727	1817
C=CCNC(=S)Nc1cc(S(=O)(=O)N2CCOCC2)ccc1-n1cncn1	1459	1890
O=C(NCc1ccc(Cl)cc1)c1cccc(NC(=O)c2ccccc2)c1	1485	1878
CCOC(=O)c1ccccc1NC(=O)CC1SC(=NC)N(C)C1=O (stereo not drawn)	1664	2067
COc1ccc2nc(NC(=O)CCc3ccc(OC)c(OC)c3)sc2c1	1608	1715
Cc1ccccc1N1CCN(C(=S)c2ccc(-c3cccc([N+](=O)[O-])c3)o2)CC1	1652	1891
O=C(N/N=C/C=C/c1ccc(Br)cc1)C(O)c1ccccc1 (stereo not drawn)	1609	2303

Next section:
SMILES	SRC3 TRFRET art	SRC1 TRFRET art
Cc1ccc2cc(CN(CC3CCCO3)C(=S)NCc3ccco3)c(=O)[nH]c2c1 (stereo not drawn)	1530	1832
Cc1c(C(=O)N2CCN(c3ccccn3)CC2)cccc1[N+](=O)[O-]	1770	1866
COc1c(C(=O)Nc2ccc3[nH]c(=O)[nH]c3c2)cc2ccccc2c1Br	1544	1920
Cc1ccc(NC(=S)NCCSc2ccc(Cl)cc2)cc1	1420	1935
Cc1ccc(/C=C2\SC(=S)N(C3CCS(=O)(=O)C3)C2=O)cc1 (stereo not drawn)	1782	1675
O=C1NCC(c2ccccc2)C1C(=O)N/N=C/c1ccc(Cl)s1 (stereo not drawn)	1484	2120
CC1(C)Oc2ccc3ccc(=O)oc3c2/C(=C/Nc2ccccn2)C1=O	1531	1981
CCc1nc(SCc2ccc(C(=O)OC)o2)n[nH]1	1531	1834
Cc1ccc([N+](=O)[O-])cc1NC(=O)CCc1ccccc1	1809	1631
CS(=O)(=O)N(CC(=O)Nc1ccccc1C(=O)NCc1ccco1)c1ccccc1F	1596	1660
Nc1nc(SCC(=O)c2cccc([N+](=O)[O-])c2)n[nH]1	1524	1866
COc1ccc2cc(C3CC(c4ccco4)=NN3S(=O)(=O)c3ccccc3)c(Cl)nc2c1 (stereo not drawn)	1460	1637
S=C(NCc1ccco1)Nc1ccc(Cl)cc1	1353	1477
Cc1noc(N)c1C1(O)C(=O)Nc2c(Cl)cc(Cl)cc21 (stereo not drawn)	1613	1604
O=S(=O)(Nc1nc2ccccc2nc1-[n+]1ccccc1)c1ccc(Cl)cc1	1583	1841
CS(=O)(=O)Oc1ccccc1/C=C1/N=C(c2ccc(F)cc2)OC1=O	1340	1718
CC(C)(C)c1nnc2cccc(Cl)n12	1479	1775
c1ccc(-c2ccccc2OCCOCCN2CCNCC2)cc1	1326	1761
